TCR activator: activates T cell receptor signaling | primary human leukocytes, anti-CD3, IL-2 HTRF, 48 h | Potency, µM (highest dose often 9.22 µM), for the others: at the top dose activation of IL-2 secretion, usual class: activators | 330,000 tested, under 10 active; note: % of control where 0% means no effect
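48 hr co-incubation of compounds, a-CD3 beads and primary human leukocytes; IL-2 quantified homogeneously by HTRF with anti-IL-2 K and d2 conjugates.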
TSHR antag: human thyrotropin receptor antagonism; P16473; TSHR-expressing cells, TSH-stimulated cAMP HTRF, 2 h; active compounds read low; activity change, negative = inhibition, % at 11.5 µM; hit rate 0.2% among 330,000; AID 504810;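 active = activity change below a set negative limit, meaning inhibition stronger than a set level, cut at about -70% in these data; inconclusive = activity change between two set negative limits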; note: % is set by controls: 0 for no effect and ±100 for the full control effect
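Inhibition of cAMP made by TSHR-expressing cells under TSH stimulation (4nM final, EC80; 2 h, 37 deg C) is quantified with a one-step lysis HTRF kit, anti-cAMP cryptate versus cAMP-d2.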
uPA surface inh: inhibitors of cell surface uPA generation; cell surface uPA generation assay, qHTS; Potency, µM (doses to about 38.3 µM), for inactives: at the top dose activity change, negative = inhibition, actives largely listed as inhibitors; hit rate 0.31% among 330,000; AID 540303; active = well fitted inhibition curve with a large enough effect; inconclusive = small, poorly fitted or top-dose-only effect; inactive = no such curve, though single readings can be large or run the other way; tested in mouse RAW 264.7 cells; note: potency is the fitted concentration of half-maximal effect; % is set by controls: 0 for no effect and ±100 for the full control effect; nearly all actives have a fitted effect of over 55% in size
Eya2 inh: inhibitors of human Eya2 phosphatase activity | O00167 | recombinant Eya2, OMFP fluorescence dephosphorylation (OMFP is methylfluorescein phosphate) | Potency, µM (highest dose often 76.9 µM), for inactives: top-dose activity, negative = inhibition, usual class: inhibitors | hit rate 0.006% among 330,000; note: potency is the fitted concentration of half-maximal effect; % is set by controls: 0 for no effect and ±100 for the full control effect
Target sequence (O00167 whole entry, looked up): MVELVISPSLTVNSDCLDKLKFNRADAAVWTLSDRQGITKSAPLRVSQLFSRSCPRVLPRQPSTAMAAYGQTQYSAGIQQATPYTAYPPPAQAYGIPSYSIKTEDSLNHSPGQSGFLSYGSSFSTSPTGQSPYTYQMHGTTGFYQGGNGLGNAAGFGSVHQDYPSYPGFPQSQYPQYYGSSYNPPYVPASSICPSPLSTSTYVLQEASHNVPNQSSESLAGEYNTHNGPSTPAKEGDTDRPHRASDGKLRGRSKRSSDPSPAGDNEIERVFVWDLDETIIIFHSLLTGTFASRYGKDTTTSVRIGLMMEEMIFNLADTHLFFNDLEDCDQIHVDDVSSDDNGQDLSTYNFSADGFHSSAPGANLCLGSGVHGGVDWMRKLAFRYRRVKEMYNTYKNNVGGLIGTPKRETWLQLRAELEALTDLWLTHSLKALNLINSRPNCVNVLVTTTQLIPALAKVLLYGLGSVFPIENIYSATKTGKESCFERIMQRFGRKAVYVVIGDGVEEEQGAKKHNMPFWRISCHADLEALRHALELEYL
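Eya2 (0.2 uM) preincubated 10 min at ambient with compound, then OMFP substrate added at 50 uM; 10 min reaction in 50 mM HEPES pH 7.5, 50 mM NaCl, 5 uM MgCl2, 0.05% BSA, 1 mM DTT. Fluorescence read at Ex 485/Em 525 nm.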
B2AR arrestin: beta2AR (human) beta-arrestin recruitment activity; hit rate 0.02% among 330,000; beta-arrestin recruitment to beta2AR, cell-based reporter; Potency, µM (top dose mostly 46.1 µM), inactives show top-dose activation, usual class: activators;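 note: potency is the fitted concentration of half-maximal effect; 0% = DMSO controls and full agonism = EC100 isoproterenol or metaproterenol; nearly all actives have a fitted effect of over 65% in size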
Tb PFK inh: inhibitors of T. brucei phosphofructokinase; T. brucei PFK, ADP-Glo luminescence; Potency, µM (titrated, usually from 57.5 µM), without a hit: top-dose activity, negative = inhibition, hits mostly inhibitors; hit rate 0.17% among 330,000;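 note: potency is the fitted concentration of half-maximal effect; 0% = uninhibited 1x PFK enzyme wells and -100% = no-enzyme wells; nearly all actives have a fitted effect of over 60% in size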
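Luminescent ADP detection (ADP-Glo, two-step: ATP depletion then ADP-to-ATP conversion for luciferase) reported PFK activity after 45 min room-temperature reaction of 1.25 nM enzyme with 0.5 mM F6P and 0.1 mM ATP at pH 8.0.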
Chronic BCR inh: chronic active BCR signaling inhibition; ABC-DLBCL IkBa-CBG/CBR reporter, luminescence ratio, 4 h; Potency, µM (doses to about 46.1 µM), inactives show top-dose ratio change, negative = lower green/red ratio, usual class: inhibitors; hit rate 0.05% among 340,000; AID 493014; active = well fitted inhibition curve with a large enough effect in the signal ratio, with a control signal flat, not every such curve was filed as active; inconclusive = small, poorly fitted or top-dose-only effect, or effect the other way, or a change in a side signal; the % refers to the signal ratio;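 note: potency is the fitted concentration of half-maximal effect; plate controls were basal doxycycline-induced cells for no effect and cells given 10 µM MG132 for full effect; MG132 reads +100%, hits lower the ratio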
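Cell line TMD8 (human ABC DLBCL), stably expressing tet-inducible CBG68-IkBa fusion and CBR; IMDM/0.5% FBS; cpd up to 46 uM; dox induction, 4 h, 37C/5% CO2; dual luminescence; green/red ratio; MG132 control.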
Mito fusion act: blocks mitochondrial division or promotes mitochondrial fusion; S. cerevisiae fusion-defective mutant growth rescue, CellTiterGlo 48 h; Potency, µM (top dose mostly 46.1 µM), for the others: at the top dose growth rescue (activation), most hits filed as activators; hit rate 0.23% among 320,000; AID 485298;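 note: potency is the fitted concentration of half-maximal effect; % of control where 0% means no effect; nearly all actives have a fitted effect of over 45% in size; temperature-sensitive fusion mutants such as fzo1-1 at 37 °C on non-fermentable ethanol glycerol medium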
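S. cerevisiae fusion-defective temperature-sensitive mutants (e.g. fzo1-1, mgm1-5) grown 48 h at 37C in YPEG (ethanol/glycerol non-fermentable) medium with 23 nl compound per well; growth rescue read as CellTiterGlo luminescence.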
PTAP TSG101 blk: blocks PTAP/TSG101 interaction to inhibit HIV-1 budding; 340,000 tested, under 10 active; Q99816; Potency, µM (doses to about 115 µM), for inactives: top-dose activity change, negative = inhibition, hits mostly inhibitors; Fluorescence polarization, FITC-PTAP peptide / Tsg101 binding; AID 493005; active = well fitted inhibition curve with a large enough effect in the main read-out, with a control signal flat, not every such curve was filed as active; inconclusive = small, poorly fitted or top-dose-only effect, or effect the other way, or a change in a side signal; inactive = no such curve, though single readings can be large or run the other way; note: potency is the fitted concentration of half-maximal effect; % of control where 0% means no effect
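Compounds were pin-transferred onto Tsg101 binding domain (10 uM final) in HEPES pH 7.5 buffer, then FITC-PTAP peptide was added at 50 nM final. After 20 min at RT, polarization reported peptide displacement across a qHTS concentration series.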
ELG1 repair inh: inhibitors of ELG1-dependent DNA repair in HEK293T cells | HEK293T ELG1-luciferase reporter, luminescence, 16 h; DNA damage induced by 5-fluorouridine | Potency, µM (doses to about 46.1 µM), for the others: at the top dose activity change, negative = inhibition, most hits filed as inhibitors | hit rate 2.3% among 330,000; note: potency is the fitted concentration of half-maximal effect; % is set by controls: 0 for no effect and ±100 for the full control effect; nearly all actives have a fitted effect of over 55% in size
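DMSO vehicle served as the neutral condition. Each well held 2,000 cells given 5-fluorouridine plus compound; after 16 hr at 37 °C/5% CO2, ONE-Glo was added and luciferase measured 30 min later.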
USP2a inh: blocks human ubiquitin-specific protease USP2a; O75604; USP2 core, Ub-CHOP2 coupled fluorogenic reporter, 485/531; Potency, µM (top dose mostly 38.3 µM), without a hit: at the highest dose activity change, negative = inhibition, most hits filed as inhibitors; hit rate 0.01% among 330,000; AID 463254;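 note: potency is the fitted concentration of half-maximal effect; plate controls were DMSO wells for no effect and full inhibition by NEM control for full effect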
Target sequence (O75604 whole entry, looked up): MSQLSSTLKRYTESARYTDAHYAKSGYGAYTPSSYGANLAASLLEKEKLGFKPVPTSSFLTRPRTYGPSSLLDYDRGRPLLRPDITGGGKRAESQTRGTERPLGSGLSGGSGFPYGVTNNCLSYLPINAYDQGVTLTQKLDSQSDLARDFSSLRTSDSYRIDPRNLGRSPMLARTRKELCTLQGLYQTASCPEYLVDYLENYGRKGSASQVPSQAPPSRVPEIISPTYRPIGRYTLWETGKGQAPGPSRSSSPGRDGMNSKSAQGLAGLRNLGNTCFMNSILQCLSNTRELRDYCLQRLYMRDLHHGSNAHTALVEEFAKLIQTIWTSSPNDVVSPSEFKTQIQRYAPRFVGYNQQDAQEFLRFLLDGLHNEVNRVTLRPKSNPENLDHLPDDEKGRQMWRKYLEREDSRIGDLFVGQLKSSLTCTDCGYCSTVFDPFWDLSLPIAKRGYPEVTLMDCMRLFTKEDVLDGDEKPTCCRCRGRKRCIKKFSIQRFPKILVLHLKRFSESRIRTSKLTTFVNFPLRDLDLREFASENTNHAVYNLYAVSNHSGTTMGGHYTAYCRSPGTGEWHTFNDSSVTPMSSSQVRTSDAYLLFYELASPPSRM
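Deubiquitinase activity read as fluorescence (485/531 nm) after Ub-CHOP2 cleavage activates the enterokinase reporter on its substrate; USP2 core 10nM, Ub-CHOP2 and substrate 25nM each, 30min compound preincubation then 60min RT; data normalized to NEM, curves fitted.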
An asterisk follows results filed as active; [ ] = remark or other dose. Unless noted, calls come from the whole dose curve; as a rule, active = well fitted curve in the direction sought with a large enough effect; inconclusive = small, poorly fitted or top-dose-only effect, or another doubt; inactive = no such curve, though single readings can be large; an effect the other way counts as inactive or inconclusive. The order is random; any-hit rate near 3%.

`CN1CCc2c(sc3c2c(=O)n(-c2ccc(Cl)cc2)c2nncn32)C1` gave TCR activator 0%, TSHR antag 3, uPA surface inh -2%, Eya2 inh 9%, B2AR arrestin -0.3%, Tb PFK inh -2%, Chronic BCR inh -17%, Mito fusion act -1%, PTAP TSG101 blk -4%, ELG1 repair inh 2% and USP2a inh 1%.
CC(NC(=O)Cn1c(NCCO)nc2ccccc21)c1ccccc1 (configuration not stated) was read as TCR activator -6%, TSHR antag 1, uPA surface inh 0%, Eya2 inh 2%, B2AR arrestin 0.5%, Tb PFK inh 3%, Chronic BCR inh -13%, Mito fusion act -5%, PTAP TSG101 blk -1%, ELG1 repair inh 5% and USP2a inh 7%.
Screening Cc1cccc(C)c1OCC(O)Cn1c2ccccc2c2ccccc21 (configuration not stated) returned TSHR antag -6, uPA surface inh 6%, Eya2 inh -2%, B2AR arrestin -0.4%, Tb PFK inh -2%, Chronic BCR inh 10%, Mito fusion act -22%, PTAP TSG101 blk -3%, ELG1 repair inh 1% and USP2a inh -3%.
`COc1cc2[nH]c(=S)n(CC3CCCO3)c(=O)c2cc1OC` (configuration not stated) gave TCR activator -1%, TSHR antag -10, uPA surface inh 7%, Eya2 inh -15%, B2AR arrestin -0.2%, Tb PFK inh inconclusive, Chronic BCR inh 11%, Mito fusion act -7%, PTAP TSG101 blk -4%, ELG1 repair inh 4% and USP2a inh -1%.
Screening Cc1cccc(-c2nc(C#N)c(NC3CCCCC3)o2)c1 returned TCR activator 7%, TSHR antag -20, uPA surface inh -4%, Eya2 inh -3%, B2AR arrestin 5.0%, Tb PFK inh 1%, Chronic BCR inh -16%, Mito fusion act 4%, PTAP TSG101 blk 1%, ELG1 repair inh inconclusive and USP2a inh -5%.
Screening O=S(=O)(c1ccccc1)N(CC1CO1)c1cc(Cl)ccc1Cl (configuration not stated) returned TCR activator -8%, TSHR antag 4, uPA surface inh 4%, Eya2 inh 3%, B2AR arrestin 0.3%, Tb PFK inh 2%, Chronic BCR inh 1%, Mito fusion act 18%, PTAP TSG101 blk -2%, ELG1 repair inh 0% and USP2a inh inconclusive.
`O=C(NCC1CCCO1)c1ccc(CNS(=O)(=O)c2cccc(Cl)c2)cc1` (configuration not stated) gave TCR activator -1%, TSHR antag 27, uPA surface inh -1%, Eya2 inh 17%, B2AR arrestin -0.5%, Tb PFK inh -19%, Chronic BCR inh -1%, Mito fusion act -1%, PTAP TSG101 blk 2%, ELG1 repair inh 7% and USP2a inh 3%.
CCC(c1nnc(SCC(=O)Nc2ccc(S(N)(=O)=O)cc2)n1Cc1ccccc1)N(C)C (configuration not stated) was read as TCR activator 0%, TSHR antag -1, uPA surface inh 4%, Eya2 inh -1%, B2AR arrestin -0.9%, Tb PFK inh -6%, Chronic BCR inh -5%, Mito fusion act 0%, PTAP TSG101 blk -3%, ELG1 repair inh -7% and USP2a inh 10%.
For CCN1CCN(C(=O)Cn2ncc3c([nH]c4ccc(C)cc43)c2=O)CC1 the results were TCR activator -3%, TSHR antag 16, uPA surface inh -1%, Eya2 inh -8%, B2AR arrestin 0.0%, Tb PFK inh -3%, Chronic BCR inh 4%, Mito fusion act inconclusive, PTAP TSG101 blk -6%, ELG1 repair inh 14% and USP2a inh -1%.
O=C(CCCl)Nc1nnc(SCC(=O)NC2CCCC2)s1 was read as TCR activator 2%, TSHR antag 8, uPA surface inh -15%, Eya2 inh 0%, B2AR arrestin -0.8%, Tb PFK inh inconclusive, Chronic BCR inh inconclusive, Mito fusion act -14%, PTAP TSG101 blk -3%, ELG1 repair inh -6% and USP2a inh 0%.
Screening CCN(CC(=O)NCc1ccc(F)cc1)C(=O)/C=C/c1cc(OC)ccc1OC returned TCR activator -3%, TSHR antag 34, uPA surface inh -2%, Eya2 inh -23%, B2AR arrestin 0.0%, Tb PFK inh 6%, Chronic BCR inh 11%, Mito fusion act 11%, PTAP TSG101 blk -1%, ELG1 repair inh 8% and USP2a inh 2%.
For CCOc1ccc(NC(=O)CN(C)C(=O)CC2CCCCC2)cc1OCC the results were TCR activator 4%, TSHR antag -4, uPA surface inh 6%, Eya2 inh 4%, B2AR arrestin -0.2%, Tb PFK inh 13%, Chronic BCR inh 2%, Mito fusion act -7%, PTAP TSG101 blk -3%, ELG1 repair inh 0% and USP2a inh 0%.
`COC(=O)c1cc(C)sc1NC(=O)CN1CCN(C(=O)c2ccco2)CC1` gave TCR activator -2%, TSHR antag 19, uPA surface inh -1%, Eya2 inh -3%, B2AR arrestin 0.3%, Tb PFK inh -2%, Chronic BCR inh inconclusive, Mito fusion act 10%, PTAP TSG101 blk -1%, ELG1 repair inh 21µM* and USP2a inh 2%.
For COCCn1c(SCC(=O)NC2CCCC2)nc2c(c1=O)SCC2 the results were TCR activator -3%, TSHR antag 4, uPA surface inh 4%, Eya2 inh -15%, B2AR arrestin -0.3%, Tb PFK inh -1%, Chronic BCR inh 4%, Mito fusion act 0%, PTAP TSG101 blk -6%, ELG1 repair inh -10% and USP2a inh -1%.
`CCOc1cccc(C2/C(=C(\O)c3ccc4c(c3)OCCO4)C(=O)C(=O)N2Cc2ccncc2)c1` (configuration not stated) gave TCR activator -12%, TSHR antag -12, uPA surface inh 1%, Eya2 inh 3%, B2AR arrestin -1.1%, Tb PFK inh 4%, Chronic BCR inh 0%, Mito fusion act 2%, PTAP TSG101 blk -3%, ELG1 repair inh 2% and USP2a inh 1%.
`C=C(C)Cc1c(C)c(C#N)c2[nH]c3ccccc3n2c1=O` gave TCR activator -1%, TSHR antag -17, uPA surface inh -3%, Eya2 inh inconclusive, B2AR arrestin -0.2%, Tb PFK inh -3%, Chronic BCR inh 8%, Mito fusion act -61%[inhibitor], PTAP TSG101 blk -1%, ELG1 repair inh 21µM* and USP2a inh 0%.
COc1ccc(N2CCN(C3CCCN(Cc4ccc(F)cc4Cl)C3)CC2)cc1 (configuration not stated) was read as TCR activator 0%, TSHR antag -8, uPA surface inh 4%, Eya2 inh inconclusive, B2AR arrestin -0.5%, Tb PFK inh 0%, Chronic BCR inh 2%, Mito fusion act 0%, PTAP TSG101 blk -3%, ELG1 repair inh -18% and USP2a inh -1%.
COc1ccc(C(CNC(=O)c2cccc(S(=O)(=O)N3CCCC3)c2)N2CCCC2)cc1 (configuration not stated) was read as TCR activator -4%, TSHR antag -4, uPA surface inh 3%, Eya2 inh 16%, B2AR arrestin 0.1%, Tb PFK inh 4%, Chronic BCR inh -1%, Mito fusion act -1%, PTAP TSG101 blk 1%, ELG1 repair inh 2% and USP2a inh 1%.
`Cc1ccc(S(=O)(=O)Nc2ccc(S(=O)(=O)Nc3nccs3)cc2)c([N+](=O)[O-])c1` gave TCR activator 5%, TSHR antag 1, uPA surface inh 3%, Eya2 inh 3%, B2AR arrestin 0.3%, Tb PFK inh -10%, Chronic BCR inh -4%, Mito fusion act 1%, PTAP TSG101 blk -5%, ELG1 repair inh 10% and USP2a inh 1%.
`O=C(Nc1ccccc1N1CCCCC1)c1ccc(F)c(S(=O)(=O)N2CCOCC2)c1` gave TCR activator 2%, TSHR antag -1, uPA surface inh 1%, Eya2 inh -18%, B2AR arrestin -0.2%, Tb PFK inh 3%, Chronic BCR inh 3%, Mito fusion act 8%, PTAP TSG101 blk -1%, ELG1 repair inh 13µM* and USP2a inh -1%.
For CCc1ccc2nc3n[nH]c(N)c3cc2c1 the results were TCR activator 3%, TSHR antag 6, uPA surface inh -13%, Eya2 inh 9%, B2AR arrestin -0.1%, Tb PFK inh 7%, Chronic BCR inh 13µM*, Mito fusion act -3%, PTAP TSG101 blk -3%, ELG1 repair inh inconclusive and USP2a inh 2%.
Screening Cc1cc(C)cc(N(C(=O)Cn2nnc3ccccc32)C(C(=O)NCc2ccco2)c2ccncc2)c1 (configuration not stated) returned TCR activator 2%, TSHR antag 6, uPA surface inh 0%, Eya2 inh -32%, B2AR arrestin 4.3%, Tb PFK inh 0%, Chronic BCR inh inconclusive, Mito fusion act -1%, PTAP TSG101 blk -12%, ELG1 repair inh 13% and USP2a inh 1%.
`O=C(Nc1ccccc1C(=O)O)c1ccccc1` gave TCR activator -2%, TSHR antag -9, uPA surface inh -3%, Eya2 inh -17%, B2AR arrestin -0.6%, Tb PFK inh -12%, Chronic BCR inh inconclusive, Mito fusion act 2%, PTAP TSG101 blk -6%, ELG1 repair inh inconclusive and USP2a inh 7%.

High-throughput results (PubChem)
